GLP1R ag: activates the human GLP-1 receptor. hit rate 0.007% among 380,000. AID 624172. HEK293 GLP-1R CRE-luciferase, luminescence, 4-6 h; cells express a hypersensitive GLP-1R form. Potency, µM (titrated, usually from 45.6 µM), without a hit: top-dose activation, hits mostly activators; also: potency is read from the fitted curve at half-maximal effect; % of control where 0% means no effect
Target sequence (P43220 whole entry, looked up): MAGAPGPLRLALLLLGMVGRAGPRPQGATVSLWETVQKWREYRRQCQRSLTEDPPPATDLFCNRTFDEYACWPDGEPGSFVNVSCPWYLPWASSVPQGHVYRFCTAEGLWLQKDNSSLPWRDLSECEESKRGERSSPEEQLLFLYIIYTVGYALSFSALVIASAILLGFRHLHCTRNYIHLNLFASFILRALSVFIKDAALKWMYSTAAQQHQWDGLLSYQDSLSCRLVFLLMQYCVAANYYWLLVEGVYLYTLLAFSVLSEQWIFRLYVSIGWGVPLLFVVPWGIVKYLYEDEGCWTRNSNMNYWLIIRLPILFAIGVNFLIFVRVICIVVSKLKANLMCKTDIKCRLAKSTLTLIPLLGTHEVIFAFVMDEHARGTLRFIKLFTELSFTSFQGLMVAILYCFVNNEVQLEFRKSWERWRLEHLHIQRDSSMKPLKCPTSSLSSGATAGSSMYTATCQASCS
GLP1R cytotox: cytotoxicity counter-screen for GLP-1 receptor inverse agonists; Potency, µM (highest dose often 38.3 µM), for the others: at the top dose activity change, negative = inhibition, hits mostly inhibitors; hit rate 0.13% among 410,000; AID 624418; HEK293 cAMP-luciferase reporter cells, luminescence, 24 h;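 also: loss of luciferase light is scored as toxicity; potency is read from the fitted curve at half-maximal effect; % is scaled to controls: 0 for no effect and ±100 for the full control effect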
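Here, cytotoxicity is scored as loss of luminescence. The MLSMR collection was tested on cells seeded in medium containing 10% Nu serum, with a 24 hr compound exposure preceded by 12 hours of culture.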
aSyn rescue: alpha-synuclein toxicity inhibition in yeast; Yeast expressing alpha-synuclein, growth rescue, BacTiter-Glo, 24 h; Potency, µM (doses to about 46.1 µM), inactives show at the top dose growth rescue (activation), actives largely listed as activators; hit rate 0.14% among 370,000; AID 652106; also: potency is read from the fitted curve at half-maximal effect; % of control where 0% means no effect; nearly all actives have a fitted effect of over 65% in size
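Galactose-induced alpha-syn yeast (OD600=0.02, raffinose-pregrown) + pinned cpd, 24 hr, 30 deg C; growth by BacTiter-Glo luminescence. Growth restoration scores as activation.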
TDP43 rescue: TDP-43 toxicity inhibition in yeast; TDP-43 expressing yeast growth rescue, BacTiter-Glo, 24 h; Potency, µM (highest dose often 46.1 µM), inactives show at the top dose growth rescue (activation), actives largely listed as activators; hit rate 1.8% among 410,000; AID 652104; also: potency is read from the fitted curve at half-maximal effect; % of control where 0% means no effect; nearly all actives have a fitted effect of over 50% in size
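Luminescence from BacTiter-Glo reports growth of TDP-43-expressing yeast after 24 hr at 30 deg C with compound. Cells were raffinose-pregrown to mid-log, then seeded in galactose medium at OD600=0.02.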
D3 ag: agonists of human D3 dopamine receptor. D3R DiscoveRx beta-arrestin cells, luminescence, 90 min. max activation, %. hit rate 0.58% among 410,000; in the data active = max activation above about 30%; also: 0% is about no effect; mostly tested at two doses, the higher about 12 µM
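Cells at 1500/well, incubated overnight, then treated with pinned compounds (dopamine as control) for 90 min at 37 degrees C. DiscoveRx reagent added for 30 - 60 minutes at room temperature; luminescence read.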
DRD3 antagonist: blocks the human D3 dopamine receptor; D3R cells, DiscoveRx beta-arrestin luminescence, antagonist mode; active compounds read low; P35462; max response, negative = inhibition, %; hit rate 2.5% among 360,000; in the data active = max response below about -50%; inconclusive = no clear call, values can overlap the other calls; also: % is scaled to controls: 0 for no effect and ±100 for the full control effect; mostly tested at two doses, the higher about 12 µM
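Cells expressing the human receptor were seeded at 1500 cells/well, incubated overnight at 37 degrees C in 5% CO2, then exposed to library compounds with dopamine controls for 90 minutes at 37 degrees C before luminescent detection.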
GLP-1R inv ag: GLP-1 receptor (human) inverse agonism. Potency, µM (doses to about 38.3 µM), inactives show at the highest dose activity change, negative = inhibition, usual class: inhibitors. HEK293 GLP-1R CRE-luciferase, luminescence, 24 h; GLP-1R form is constitutively active. hit rate 1.6% among 410,000. AID 624417. P43220; also: potency is read from the fitted curve at half-maximal effect; % is scaled to controls: 0 for no effect and ±100 for the full control effect; nearly all actives have a fitted effect of over 55% in size
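Readout was luciferase luminescence, measured 12 min after detection reagent at room temperature. Beforehand, GLP-1R reporter HEK293 cells had sat 12 h, then received compounds for 24 hr at 37 deg C.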
KB-V1 cytotox: KB-V1 MDR subline cytotoxicity; KB-V1 MDR cells viability, CellTiter-Glo, 72 h; Potency, µM (top dose mostly 46.1 µM), for inactives: top-dose activity change, negative = cytotoxicity, usual class: cytotoxic; AID 1347076; hit rate 3.4% among 400,000; also: potency is read from the fitted curve at half-maximal effect; % is scaled to controls: 0 for no effect and ±100 for the full control effect; nearly all actives have a fitted effect of over 60% in size
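qHTS viability screen in drug-selected KB-V1 MDR cells: 72 h compound treatment at 37 degrees C, ATP luminescence end point.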
PTHR1 agonist: activates the human parathyroid hormone receptor PTHR1 | Q03431 | HEK293 GP2 PTHR1 cells, GloSensor cAMP luminescence, 1 h | Potency, µM (highest dose often 115 µM), for inactives: top-dose activation, usual class: activators | hit rate 0.075% among 410,000 | AID 743266; also: potency is read from the fitted curve at half-maximal effect; nearly all actives have a fitted effect of over 55% in size; some results filed as inactive show a strong effect at the top dose; inactives centre near -15; many of its hits are not listed in these tables
Target sequence (Q03431 whole entry, looked up): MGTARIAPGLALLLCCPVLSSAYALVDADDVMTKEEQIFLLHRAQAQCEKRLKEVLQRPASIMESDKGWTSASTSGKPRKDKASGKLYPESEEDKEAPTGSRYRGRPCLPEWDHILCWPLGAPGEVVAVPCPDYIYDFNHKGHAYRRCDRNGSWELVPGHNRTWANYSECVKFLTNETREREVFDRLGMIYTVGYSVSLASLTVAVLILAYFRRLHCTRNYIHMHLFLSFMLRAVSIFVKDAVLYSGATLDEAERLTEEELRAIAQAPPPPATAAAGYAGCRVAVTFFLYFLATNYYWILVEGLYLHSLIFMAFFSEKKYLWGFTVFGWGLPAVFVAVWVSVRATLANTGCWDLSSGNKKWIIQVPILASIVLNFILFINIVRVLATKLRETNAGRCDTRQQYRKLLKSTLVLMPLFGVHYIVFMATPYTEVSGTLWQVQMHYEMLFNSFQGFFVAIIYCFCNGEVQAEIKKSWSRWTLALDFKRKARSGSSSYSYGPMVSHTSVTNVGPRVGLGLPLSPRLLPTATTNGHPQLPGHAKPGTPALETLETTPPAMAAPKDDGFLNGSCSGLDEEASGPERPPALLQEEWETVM
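HEK-293-derived GP2 cells expressing PTHR1 and a GloSensor cAMP reporter, 3,000/well, plated overnight, given luciferin plus IBMX (each 0.5 mM as added) for 1 h at 37 °C, then compound for 1 h at 37 °C. Luminescence was read after 15 min at room temperature.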
Numbers without * were called inactive; i = inactive; ? = inconclusive; · = not tested or not shown; [ ] = remark or other dose. Unless noted, calls follow the shape of the dose curve; as a rule, active = well fitted curve in the direction sought with a large enough effect; inconclusive = small, poorly fitted or top-dose-only effect, or another doubt; inactive = no such curve, though single readings can be large; an effect the other way counts as inactive or inconclusive. Some of the compounds tested. The share of hits here may be higher or lower than overall.

SMILES	GLP1R ag	GLP1R cytotox	aSyn rescue	TDP43 rescue	D3 ag	DRD3 antagonist	GLP-1R inv ag	KB-V1 cytotox	PTHR1 agonist
CC(C)Oc1ccc(C(=O)OC(C)C(=O)NC2CCCCC2C)cc1 (stereo not given)	-6%	-1%	-6%	28%	1	-11	?	-6%	i
CC(=O)Nc1ccc(C(=O)N/C(=C/c2ccccc2)C(=O)Nc2cccc(C(=O)O)c2)cc1	14%	-10%	0%	3%	2	17	5%	?	i
CN1CCN(c2nc(Nc3ccc(F)cc3)nc(Nc3ccc(F)cc3)n2)CC1	7%	?	-28%	-21%	-12	0	?	-21%	-7%
Cc1ccc(-c2nc3ncccc3o2)cc1NC(=O)c1ccc(-c2cccc(Cl)c2C)o1	·	3%	·	7%	6	·	0%	11%	i
Cc1ccc(NC(=S)N(CCCN2CCN(C)CC2)Cc2cccs2)cc1C	5%	8%	-1%	-18%[9.22 µM]	-34	-23	?	-26%	-16%
COc1ccc(C(C)=O)cc1COc1cccc2c1OC(C)(C)C2	1%	14%	1%	?	4	0	?	?	i
COc1cc(C(=O)NCCN=C2NS(=O)(=O)c3ccccc32)cc(OC)c1OC	6%	-15%	-2%	-27%	-11	1	66%[activator]	17%	i
COc1ccccc1NC(=S)N1CCN(c2cccc(C)c2C)CC1	-5%	-15%	0%	18µM*	8	6	?	-1%	-43%[inhibitor]
COC(=O)c1[nH]c2cccc(OC)c2c1NC(=O)CCN1CC(C)CC(C)C1 (stereo not given)	18%	-15%	-9%	-4%	2	0	-20%	6%	0%[57.5 µM]
CC(C)NC(=O)c1onc(CSc2ccccc2)c1C(=O)O	2%	0%	1%	-11%	1	0	-1%	0%	-4%
COc1ccc(-c2cc(C)no2)cc1S(=O)(=O)N1CCCC(C)C1 (stereo not given)	·	-19%	·	?	-15	·	-26%	-12%	-35%[inhibitor]
COc1cc(S(=O)(=O)N2CCC(C(N)=O)CC2)c(C)cc1C	6%	2%	-3%	-11%	-15	-104*	5%	-1%	-18%[57.5 µM]
COc1ccc2c(c1)CCc1c(C(=O)Nc3c(C)nn(Cc4ccc(Cl)c(Cl)c4)c3C)noc1-2	·	1%	·	9%	1	·	-6%	·	-54%[inhibitor]
CC(=O)NCCC(=O)Nc1nc(-c2c[nH]c3ccccc23)cs1	-4%	-2%	1%	-15%	3	-10	-6%	0%	-1%
O=C(NCCc1cccc(C(F)(F)F)c1)C1CCC(=O)N(C2CC2)C1 (stereo not given)	-11%	2%	9%	12%	-3	1	14%	·	i
Cc1cc(NC(=O)CSc2ccc3nnc(-c4ccc(F)cc4)n3n2)no1	0%	8%	-4%	-24%	-4	-22	0%	-26%	?
CC(Sc1cnc2ccccc2n1)C(=O)O (stereo not given)	-6%	-6%	-2%	-4%	0	10	3%	?	i
O=C1NC(=S)N(C(=O)c2ccc(F)cc2)/C1=C/c1cccnc1	-2%	-11%	-4%	-21%	7	24	9%	29%	-9%
O=S1(=O)CC(N2CCN(CCO)CC2)CN1CCc1ccccc1 (stereo not given)	6%	3%	1%	10%	11	8	3%	6%	-15%
CC(C)COc1ccc(C(=O)Nc2ccc(S(=O)(=O)Nc3ncccn3)cc2)cc1	·	1%	·	14%	1	·	8%	·	i
CCOc1ccc(S(=O)(=O)N2CCOCC2)cc1NC(=O)c1ccc(N2CCCC2=O)cc1	11%	7%	1%	2%	-15	-10	11%	-16%	i
Cc1cc(C)c(C(N)=O)c(Nc2cccc(Cl)c2C)n1	1%	-8%	-15%	-20%	0	-7	-17%	?	i
COc1ccc(-n2nc(C(=O)O)cc2-c2ccccc2)cc1	-5%	-3%	-4%	1%	2	3	-7%	15%	-22%
O=C(Nc1cccc(S(=O)(=O)C(F)F)c1)c1ccc(S(=O)(=O)N2CCCC2)cc1	7%	-28%	-2%	-2%	-15	-10	?	-7%	-35%
O=C(COc1ccc([N+](=O)[O-])cc1Cl)Nn1cnnc1	-2%	-6%	1%	0%	-1	5	-28%	?	i

Structures shown so far that have an NH in an aromatic ring, in the order listed:
SMILES	GLP1R ag	GLP1R cytotox	aSyn rescue	TDP43 rescue	D3 ag	DRD3 antagonist	GLP-1R inv ag	KB-V1 cytotox	PTHR1 agonist
COC(=O)c1[nH]c2cccc(OC)c2c1NC(=O)CCN1CC(C)CC(C)C1 (stereo not given)	18%	-15%	-9%	-4%	2	0	-20%	6%	0%[57.5 µM]
CC(=O)NCCC(=O)Nc1nc(-c2c[nH]c3ccccc23)cs1	-4%	-2%	1%	-15%	3	-10	-6%	0%	-1%

The listing continues:
SMILES	GLP1R ag	GLP1R cytotox	aSyn rescue	TDP43 rescue	D3 ag	DRD3 antagonist	GLP-1R inv ag	KB-V1 cytotox	PTHR1 agonist
C/C(CC(=O)NCCCN1CCOCC1)=N\NC(=O)COc1ccc(C)cc1	-6%	-4%	-7%	7%	1	1	6%	1%	i
CC1=C(C(=O)NC2CCCc3c2cnn3-c2ccc(F)cc2F)OCCO1 (stereo not given)	-2%	0%	-4%	-3%	2	-9	-21%	12%	-28%
COc1ccc(N2CCN(C3C(=O)Nc4ccccc4-n4nnnc43)CC2)cc1 (stereo not given)	·	1%	8%	17%	3	13	15%	?	i
CCN(CC)S(=O)(=O)c1cccc(C(=O)OCC(=O)N2CC(=O)Nc3ccccc32)c1	-6%	28%	-2%	0%	-1	-8	6%	2%	-2%
CCC(CC)Nc1ccc(C(CC(N)=O)NC(=O)Cc2cccc3ccccc23)cc1[N+](=O)[O-] (stereo not given)	20%	3%	5%	8%	-10	-11	8%	?	i
COc1cc2c(cc1OC)C(COc1ccc(F)cc1)N(C(=O)c1ccccc1F)CC2 (stereo not given)	18%	-4%	?	?	1	·	?	5%	-20%
COc1ccc(N2CCN(CCNS(=O)(=O)c3cccc4nsnc34)CC2)cc1	-3%	-4%	12%	10%	5	2	-18%	3%	-12%
CCOC(=O)N(Cc1ccccc1)C(C(=O)O)C(C(=O)O)N(Cc1ccccc1)C(=O)OCC (stereo not given)	-2%	2%	1%	-12%	-15	-29	26%	-20%	-2%
O=S(=O)(Nc1ccccc1Br)c1cccc2cccnc12	-1%	-2%	11%	16%	-3	0	-30%	-6%	-3%
CCOc1cc2[nH]c(=S)n(CCC(=O)NC3CCCCC3)c(=O)c2cc1OCC	-4%	3%	-3%	0%	0	-3	-8%	1%	?
C=CCCCOc1ccc(C(=O)O)cc1	-5%	6%	-10%	6%	7	4	-24%	?	i
FC(F)(F)c1nnc2ccc(NCc3cccnc3)nn12	12%	0%	9%	-9%	-2	-7	50%[activator]	-22%	i
COc1cc(OC)cc(C(=O)NNC(=O)CCCOc2ccccc2)c1	-3%	0%	6%	-2%	5	14	-16%	·	i
Cn1c(SCC(=O)NC2CCCC2)nnc1-c1ccccn1	-3%	12%	1%	-1%	2	9	8%	-3%	18%
COc1ccc(CNC(=O)C2=CC(c3cccc(OC)c3)=NS(=O)(=O)N2C)cc1	·	1%	·	14%	1	·	-13%	1%	-16%
Cc1ccc(Cl)cc1NC(=O)COC(=O)C1CCCC1	-10%	-3%	-5%	19%	9	18	6%	?	i
NC(=O)C1CCN(C(=O)c2cccc(S(=O)(=O)N3CCCC3)c2)CC1	7%	-5%	-24%	-17%	-15	-8	2%	9%	6%
Cc1ccc(OCC(=O)Nc2ccc3nc(SCC(=O)N4CCCC4)sc3c2)cc1C	·	2%	·	?	10	·	15%	·	-19%
Cc1ccccc1OCC(=O)NC(=S)Nc1ccc2c3c(cccc13)CC2	3%	72%[activator]	-16%	-3%	29	12	43%[activator]	0%	i
COc1ccc(Cl)cc1NC(=O)C1CCCN(S(=O)(=O)c2cccc3nonc23)C1 (stereo not given)	-4%	2%	12%	0%	-1	12	-15%	?	i
Cc1ccc(S(=O)(=O)N2CC3(C)CN(S(=O)(=O)c4ccc(C)cc4)CC(C)(C2)C3O)cc1 (stereo not given)	-8%	3%	3%	-3%	-2	8	-2%	?	?
Cc1cn2c(=O)cc(COC(=O)c3cccc(NC(=O)c4ccccc4Cl)c3)nc2s1	·	5%	·	0%	7	·	8%	·	-1%
Cc1cc(OCC(=O)NCCN2CCOCC2)cc(C)c1Br	15%	-5%	1%	-8%	-12	3	-17%	-3%	-31%[inhibitor][57.5 µM]
CCN(c1ccccc1)S(=O)(=O)c1ccc(F)c(C(=O)O)c1	-12%	-3%	-10%	-5%	6	21	13%	-1%	i
Cc1ccc(C)c(NC(=O)CN(C)C(=O)c2cc(C3CC3)nn2-c2ccccc2)c1	2%	-5%	-2%	26%	7	2	?	?	-34%[inhibitor]

Additional results follow.
SMILES	GLP1R ag	GLP1R cytotox	aSyn rescue	TDP43 rescue	D3 ag	DRD3 antagonist	GLP-1R inv ag	KB-V1 cytotox	PTHR1 agonist
Cc1nc2c(C)cccn2c(=O)c1NC(=O)c1ccc(Br)o1	2%	-5%	-2%	26%	-8	8	13%	-28%	1%
CN1CCN(C(=O)c2cc3nc(-c4ccco4)cc(C(F)(F)F)n3n2)CC1	11%	20%	2%	7%	-2	-6	14%	?	-8%
CCOC(=O)[C@]12CCC=C1N(Cc1ccc3c(c1)OCO3)C(=O)[C@H](CC(=O)N1CCN(C(=O)c3ccco3)CC1)C2	9%	-9%	1%	20%	0	23	18%	11%	-17%
O=S(=O)(c1ccc(Cl)cc1)N1CCCN(c2nc3ccc(Cl)cc3s2)CC1	-6%	-2%	13%	11%	4	11	17%	-14%	-17%
O=C(CN1C(=O)c2ccccc2C1=O)N1CCN(C2c3ccccc3-c3ccccc32)CC1	-7%	?	?	?	-8	-1	-21%	?	-7%
COc1cccc(OC)c1C(=O)NC(=O)Nc1c(F)cc(F)cc1F	0%	5%	-2%	-3%	8	1	-5%	-5%	i
CC(=O)N1CCN(S(=O)(=O)c2ccc(Cl)cc2F)CC1	0%	?	0%	13%	5	13	0%[7.66 µM]	-24%	i
CCC(OCC(O)CN1CCN(CCN2C(=O)c3cccc4cccc(c34)C2=O)CC1)c1ccccc1 (stereo not given)	0%	-1%	2%	8%	-12	-2	?	?	-11%
